Source: PubChem
MsrA act: activates bovine MsrA enzyme; purified bovine MsrA, absorbance read-out; activation, % at 10.6 µM; 360,000 compounds, 0.3% hits; AID 602163; in the data active = activation above about 7.5%;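 also: 0% = vehicle and 100% = reference activator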
Neddylation inh: cullin neddylation inhibition | P61081+Q13564 | TR-FRET cullin neddylation, biochemical | calls only at 25 µM | 360,000 compounds, 0.58% hits; in the data active = inhibition above about 36%
MT1-MMP act inh: inhibitors of human MT1-MMP activation | P50281 | HT1080 RFP-PRO-GFP cells, GFP/RFP ratio fluorescence, overnight; percent of plate control window, DMSO zero | GFP/RFP ratio change, % at 20 µM | 360,000 compounds, 0.061% hits | AID 651647;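 active = GFP/RFP ratio change of at least 30% with cell ATP level not reduced by more than half and red fluorescence within 50% of control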; also: strong numbers were not always called active
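Compound: 20 µM single dose, 1% DMSO / System: HT1080 RFP-PRO-GFP cells / Controls: DMSO and RFP-L50D-GFP cell wells / Read-out basis: GFP/RFP fluorescence ratio / Schedule: overnight compound exposure at 37 °C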
FAS TE block: FAS thioesterase (human) inhibition; recombinant FAS-TE, OMFH fluorogenic substrate, fluorescence endpoint; inhibition, % at 15 µM; 360,000 compounds, 0.67% hits;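 active = compounds whose normalised, plate-corrected inhibition of enzyme fluorescence in the single-dose primary screen is 50% or more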;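 also: 0% = DMSO with enzyme and 100% = substrate without enzyme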
E coli Lon inh: inhibitors of E. coli Lon protease; 360,000 compounds, 0.42% hits; purified E. coli Lon protease, fluorescence polarization; P0A9M0; inhibition, % at 7.94 µM; in the data active = inhibition above about 13%, passing the limit was not always enough;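 also: 0% = enzyme with probe and DMSO and 100% = no enzyme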
NRP1-CendR mod: NRP-1/CendR interaction modulation. FAM-RPARPAR peptide binding to NRP-1, fluorescence polarization. inhibition, % at 25 µM. 360,000 compounds, 0.85% hits;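 active = inhibition or corrected inhibition above about 18%, plus a signal ratio from 0.5 to 1.5, limit read from the data, passing the limit was not always enough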; also: strong numbers were not always called active
Target sequence (O14786 whole entry, looked up): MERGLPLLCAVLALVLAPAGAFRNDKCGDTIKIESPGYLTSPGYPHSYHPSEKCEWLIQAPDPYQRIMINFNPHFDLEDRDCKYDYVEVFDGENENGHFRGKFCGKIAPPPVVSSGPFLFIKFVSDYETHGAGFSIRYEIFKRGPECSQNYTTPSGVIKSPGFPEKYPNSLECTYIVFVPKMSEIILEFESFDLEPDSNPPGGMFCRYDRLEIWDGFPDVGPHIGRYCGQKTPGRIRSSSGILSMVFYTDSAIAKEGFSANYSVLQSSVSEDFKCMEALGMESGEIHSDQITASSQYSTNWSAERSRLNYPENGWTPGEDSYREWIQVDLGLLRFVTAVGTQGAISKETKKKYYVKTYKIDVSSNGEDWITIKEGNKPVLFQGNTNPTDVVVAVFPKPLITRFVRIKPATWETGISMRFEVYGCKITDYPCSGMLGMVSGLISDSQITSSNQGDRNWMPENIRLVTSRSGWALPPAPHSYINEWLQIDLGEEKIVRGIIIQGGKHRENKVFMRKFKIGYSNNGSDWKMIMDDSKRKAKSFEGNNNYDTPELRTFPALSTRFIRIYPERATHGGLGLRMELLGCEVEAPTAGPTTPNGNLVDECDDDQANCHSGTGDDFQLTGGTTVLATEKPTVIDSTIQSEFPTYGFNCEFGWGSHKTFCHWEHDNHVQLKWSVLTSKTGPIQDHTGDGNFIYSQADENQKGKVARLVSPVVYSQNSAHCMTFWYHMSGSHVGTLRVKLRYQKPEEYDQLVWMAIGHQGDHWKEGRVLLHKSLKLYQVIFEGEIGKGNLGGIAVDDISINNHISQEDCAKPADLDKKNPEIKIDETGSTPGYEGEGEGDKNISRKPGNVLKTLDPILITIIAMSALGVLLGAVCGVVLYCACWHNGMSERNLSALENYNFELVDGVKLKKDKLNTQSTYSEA
SKN-1 block: C. elegans SKN-1 inhibition; 360,000 compounds, 0.49% hits; C. elegans VP596 Pgst-4::GFP/RFP ratio, acrylamide-induced, 24 h; inhibition, % at 21.8 µM;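 active = interference check ratio from 0.5 to 1.5 plus GFP to RFP signal ratio inhibition reaching or exceeding a fixed threshold, cut at about 30% in these data, passing the limit was not always enough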; also: some compounds called inactive have numbers as strong as hits
Rin1-Abl PPI inh: blocks binding of human Rin1 to Abl; TR-FRET Rin1/Abl binding, biochemical; inhibition, % at 7.35 µM; 360,000 compounds, 0.4% hits; in the data active = inhibition above about 5%, passing the limit was not always enough
MLLE-PAM2 inh: inhibitors of microRNA-mediated deadenylation, human PABP1 MLLE binding | inhibition, % at 20 µM | 360,000 compounds, 0.36% hits | GST-MLLE / FITC-PAM2 fluorescence polarization | P11940; in the data active = inhibition above about 35%, passing the limit was not always enough;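 also: plate controls were DMSO wells with GST-MLLE for no effect and wells lacking GST-MLLE protein for full effect; some results filed as inactive read as strong as hits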
* marks the source's active call; other numbers are inactive results.

Cc1[nH]c2ccccc2c1/C=N/NC(=O)c1ccccc1 was read as MsrA act -2, Neddylation inh inactive, MT1-MMP act inh 3, FAS TE block 0, E coli Lon inh -3, NRP1-CendR mod 1, SKN-1 block 9, Rin1-Abl PPI inh 0 and MLLE-PAM2 inh -46.
For O=c1ccc2ccc(O[C@@H]3O[C@H](CO)[C@@H](O)[C@H](O)[C@H]3O)c(O)c2o1 the results were MsrA act -1, Neddylation inh inactive, MT1-MMP act inh 0, FAS TE block -14, E coli Lon inh -15, NRP1-CendR mod -4, SKN-1 block -8, Rin1-Abl PPI inh 2 and MLLE-PAM2 inh 2.
CCOC(=O)c1nc(NCc2ccccc2C)c2ccccc2n1 was read as MsrA act -2, Neddylation inh inactive, MT1-MMP act inh 2, FAS TE block 7, E coli Lon inh -7, NRP1-CendR mod -1, SKN-1 block 4, Rin1-Abl PPI inh -2 and MLLE-PAM2 inh -11.
Screening CCOC(=O)CNC(=O)c1cn(CC)c(=O)c2cc(OC)c(OC)cc12 returned MsrA act 2, Neddylation inh inactive, MT1-MMP act inh 1, FAS TE block -4, E coli Lon inh -4, NRP1-CendR mod 2, SKN-1 block 19, Rin1-Abl PPI inh -4 and MLLE-PAM2 inh 5.
`COc1ccc(NC(=O)c2ccc(NC(=O)CCS(=O)(=O)c3cccs3)cc2)cc1` gave MsrA act -4, Neddylation inh inactive, MT1-MMP act inh -2, FAS TE block -5, E coli Lon inh -8, NRP1-CendR mod -8, SKN-1 block -8, Rin1-Abl PPI inh -1 and MLLE-PAM2 inh -1.
For CCc1nc(N2CCC3(CC2)OCCO3)c2nnn(Cc3ccccc3Cl)c2n1 the results were MsrA act -6, Neddylation inh inactive, MT1-MMP act inh -4, FAS TE block 17, E coli Lon inh -1, NRP1-CendR mod -2, SKN-1 block -3, Rin1-Abl PPI inh -1 and MLLE-PAM2 inh 2.
`C[C@H]1CN([C@@H](C)CO)S(=O)(=O)c2ccc(Br)cc2O[C@H]1CN(C)Cc1ccccc1F` gave MsrA act -1, Neddylation inh inactive, MT1-MMP act inh 1, FAS TE block 2, E coli Lon inh -3, NRP1-CendR mod -8, SKN-1 block 0, Rin1-Abl PPI inh -1 and MLLE-PAM2 inh -1.
For COC(=O)C1=C[C@@H](C(=O)OC)[C@@H]2C3=C(C(=O)[C@@]2(C)NC(=O)c2ccccc2)[C@H](C)n2c(=O)n(C)c(=O)n2[C@@H]3C1 the results were MsrA act 2, Neddylation inh inactive, MT1-MMP act inh -1, FAS TE block -6, E coli Lon inh 8, NRP1-CendR mod -2, SKN-1 block 2, Rin1-Abl PPI inh 2 and MLLE-PAM2 inh 0.
For COC/C=C/C1=CC2=CC(=O)C(C)(OC(=O)c3cnc4ccccc4n3)C(=O)C2=CN1Cc1ccccc1 (centres undefined) the results were MsrA act 0, Neddylation inh inactive, MT1-MMP act inh 2, FAS TE block 1, E coli Lon inh -4, NRP1-CendR mod 25*, SKN-1 block 17, Rin1-Abl PPI inh -3 and MLLE-PAM2 inh 1.
For O=C(CCCn1c(SCC(=O)Nc2ccccc2C(F)(F)F)nc2ccccc2c1=O)NCC1CCCO1 (centres undefined) the results were MsrA act -1, Neddylation inh inactive, MT1-MMP act inh -1, FAS TE block -6, E coli Lon inh 2, NRP1-CendR mod 9, SKN-1 block 17, Rin1-Abl PPI inh 2 and MLLE-PAM2 inh -4.
For CC(=O)Nc1cccc(-c2ccnc3c2CC(C)(C(=O)Nc2cccnc2)O3)c1 (centres undefined) the results were MsrA act 0, Neddylation inh inactive, MT1-MMP act inh -2, FAS TE block -10, E coli Lon inh -4, NRP1-CendR mod -9, SKN-1 block 2, Rin1-Abl PPI inh 0 and MLLE-PAM2 inh 2.
Screening CCOC(=O)C1=C(C)NC(=O)C(C(N)=O)C1c1ccccc1 (centres undefined) returned MsrA act -3, Neddylation inh inactive, MT1-MMP act inh 4, FAS TE block -6, E coli Lon inh 5, NRP1-CendR mod 0, SKN-1 block -10, Rin1-Abl PPI inh 0 and MLLE-PAM2 inh -2.
For Cc1ccc2cc(C#N)c(N3CCCN(C(=O)c4cnccn4)CC3)nc2c1 the results were MsrA act -2, Neddylation inh inactive, MT1-MMP act inh -4, FAS TE block -9, E coli Lon inh 13, NRP1-CendR mod -13, SKN-1 block 15, Rin1-Abl PPI inh -3 and MLLE-PAM2 inh -1.
Cc1ccc(NC(=O)CSCC(=O)Nc2ncc3c(n2)CC(c2ccco2)CC3=O)cc1 (centres undefined) was read as MsrA act 3, Neddylation inh inactive, MT1-MMP act inh -4, FAS TE block -6, E coli Lon inh 0, NRP1-CendR mod -2, SKN-1 block -3, Rin1-Abl PPI inh 0 and MLLE-PAM2 inh 10.
Screening COC(=O)c1c(C)[nH]c(C(=O)CN2CCOCC2)c1C returned MsrA act -4, Neddylation inh inactive, MT1-MMP act inh 6, FAS TE block -5, E coli Lon inh -12, NRP1-CendR mod -3, SKN-1 block -2, Rin1-Abl PPI inh 2 and MLLE-PAM2 inh 18.

Looked up by structure from the entries so far:
`COc1ccc(NC(=O)c2ccc(NC(=O)CCS(=O)(=O)c3cccs3)cc2)cc1` gave MsrA act -4, Neddylation inh inactive, MT1-MMP act inh -2, FAS TE block -5, E coli Lon inh -8, NRP1-CendR mod -8, SKN-1 block -8, Rin1-Abl PPI inh -1 and MLLE-PAM2 inh -1.
For COC/C=C/C1=CC2=CC(=O)C(C)(OC(=O)c3cnc4ccccc4n3)C(=O)C2=CN1Cc1ccccc1 (centres undefined) the results were MsrA act 0, Neddylation inh inactive, MT1-MMP act inh 2, FAS TE block 1, E coli Lon inh -4, NRP1-CendR mod 25*, SKN-1 block 17, Rin1-Abl PPI inh -3 and MLLE-PAM2 inh 1.

Following part.
OC[C@@H]1CN(Cc2ccc3c(c2)OCO3)C[C@H](n2cnc3c(NCc4ccco4)ncnc32)O1 was read as MsrA act -2, Neddylation inh inactive, MT1-MMP act inh 0, FAS TE block -7, E coli Lon inh 0, NRP1-CendR mod -10, SKN-1 block 6, Rin1-Abl PPI inh 1 and MLLE-PAM2 inh -5.
`O=C(CSCc1ccc([N+](=O)[O-])cc1)N/N=C/c1ccncc1` gave MsrA act -4, Neddylation inh inactive, MT1-MMP act inh -3, FAS TE block -1, E coli Lon inh -4, NRP1-CendR mod -5, SKN-1 block 2, Rin1-Abl PPI inh 0 and MLLE-PAM2 inh -3.
Screening COc1ccc([C@@H]2[C@@H](C)N(c3ccccc3)c3ccccc3C(=O)N2Cc2ccccc2)cc1 returned MsrA act -1, Neddylation inh inactive, MT1-MMP act inh -9, FAS TE block 21, E coli Lon inh 7, NRP1-CendR mod -7, SKN-1 block 12, Rin1-Abl PPI inh -5 and MLLE-PAM2 inh -11.
Screening CN1C(=O)N(C)c2cccc3cccc1c23 returned MsrA act -2, Neddylation inh inactive, MT1-MMP act inh -1, FAS TE block 1, E coli Lon inh -2, NRP1-CendR mod 12, SKN-1 block 2, Rin1-Abl PPI inh -1 and MLLE-PAM2 inh 5.
For COc1ccc(N2CCN(C(=O)c3ccc(N(C)S(=O)(=O)c4ccc(OC)cc4)cc3)CC2)cc1 the results were MsrA act -3, Neddylation inh inactive, MT1-MMP act inh -4, FAS TE block 11, E coli Lon inh 8, NRP1-CendR mod -1, SKN-1 block 18, Rin1-Abl PPI inh 1 and MLLE-PAM2 inh -8.
Screening CC(C)CCn1nc(C(=O)OC(C)C(=O)NC(N)=O)c2ccccc2c1=O (centres undefined) returned MsrA act -1, Neddylation inh inactive, MT1-MMP act inh 4, FAS TE block -2, E coli Lon inh 5, NRP1-CendR mod -2, SKN-1 block 22, Rin1-Abl PPI inh 1 and MLLE-PAM2 inh -2.
For Cc1ccc(-c2onc3ccc(C4OCCO4)cc23)cc1 the results were MsrA act -1, Neddylation inh inactive, MT1-MMP act inh 0, FAS TE block 15, E coli Lon inh -4, NRP1-CendR mod 4, SKN-1 block 8, Rin1-Abl PPI inh 2 and MLLE-PAM2 inh 22.
COc1cc(CC(=O)NCC2COc3ccccc3O2)cc(OC)c1OC (centres undefined) was read as MsrA act -3, Neddylation inh inactive, MT1-MMP act inh 3, FAS TE block -4, E coli Lon inh -5, NRP1-CendR mod 2, SKN-1 block -8, Rin1-Abl PPI inh 3 and MLLE-PAM2 inh -5.
`Oc1ccc(Br)cc1/C=N/N1CCN(Cc2cccc3ccccc23)CC1` gave MsrA act -4, Neddylation inh inactive, MT1-MMP act inh 1, FAS TE block 19, E coli Lon inh -2, NRP1-CendR mod 2, SKN-1 block -5, Rin1-Abl PPI inh -5 and MLLE-PAM2 inh 3.
For O=C(NCC1CCCO1)c1cc2cc(Cl)ccc2[nH]1 (centres undefined) the results were MsrA act -6, Neddylation inh inactive, MT1-MMP act inh 0, FAS TE block 0, E coli Lon inh -9, NRP1-CendR mod 13, SKN-1 block 2, Rin1-Abl PPI inh 0 and MLLE-PAM2 inh 0.
O=C(O)C1=CC[C@@H](c2ccc(Cl)cc2)N(S(=O)(=O)c2ccc(Cl)cc2)[C@H]1c1ccccc1 was read as MsrA act -1, Neddylation inh inactive, MT1-MMP act inh -2, FAS TE block 17, E coli Lon inh -2, NRP1-CendR mod 6, SKN-1 block 14, Rin1-Abl PPI inh -2 and MLLE-PAM2 inh 2.
For CCC(=O)Oc1ccc(C(=O)Nc2cccc(C(=O)NCC(C)C)c2)cc1 the results were MsrA act -5, Neddylation inh inactive, MT1-MMP act inh 3, FAS TE block -3, E coli Lon inh 3, NRP1-CendR mod -8, SKN-1 block 1, Rin1-Abl PPI inh -1 and MLLE-PAM2 inh -15.
Screening CCN1CCN(C(=S)NC(=O)/C=C/c2cccs2)CC1 returned MsrA act -6, Neddylation inh inactive, MT1-MMP act inh 3, FAS TE block -6, E coli Lon inh -4, NRP1-CendR mod 4, SKN-1 block 0, Rin1-Abl PPI inh -1 and MLLE-PAM2 inh -12.
For COc1ccc(C(=O)c2cnc[nH]2)cc1 the results were MsrA act 1, Neddylation inh inactive, MT1-MMP act inh -5, FAS TE block -5, E coli Lon inh -3, NRP1-CendR mod 0, SKN-1 block -5, Rin1-Abl PPI inh 2 and MLLE-PAM2 inh 1.
`COC(=O)C/C(C)=N/Nc1ccc(S(=O)(=O)N2CCCC2)cc1[N+](=O)[O-]` gave MsrA act -2, Neddylation inh inactive, MT1-MMP act inh 2, FAS TE block -2, E coli Lon inh 0, NRP1-CendR mod 2, SKN-1 block -1, Rin1-Abl PPI inh -3 and MLLE-PAM2 inh -3.
For Cc1ccc(S(=O)(=O)N(C)CC(=O)OCC(=O)c2ccc3c(c2)NC(=O)CO3)cc1 the results were MsrA act 3, Neddylation inh inactive, MT1-MMP act inh 4, FAS TE block 22, E coli Lon inh 5, NRP1-CendR mod 11, SKN-1 block 2, Rin1-Abl PPI inh 3 and MLLE-PAM2 inh -10.
COc1ccc(N(CC(=O)Nc2cccc(N(C)S(C)(=O)=O)c2)S(=O)(=O)c2ccccc2)cc1Cl was read as MsrA act -3, Neddylation inh inactive, MT1-MMP act inh -3, FAS TE block 13, E coli Lon inh 0, NRP1-CendR mod 11, SKN-1 block -20, Rin1-Abl PPI inh 3 and MLLE-PAM2 inh 1.
`CN1C(C(=O)N2CCc3ccccc3C2)=CC(c2ccc(F)cc2)=NS1(=O)=O` gave MsrA act -3, Neddylation inh inactive, MT1-MMP act inh -4, FAS TE block 16, E coli Lon inh 2, NRP1-CendR mod 1, SKN-1 block 17, Rin1-Abl PPI inh 2 and MLLE-PAM2 inh 3.
`Cc1cn([C@H]2C[C@H](O)[C@@H](CCC(=O)NCc3ccc(N(C)C)cc3)O2)c(=O)[nH]c1=O` gave MsrA act -1, Neddylation inh inactive, MT1-MMP act inh 2, FAS TE block -5, E coli Lon inh -1, NRP1-CendR mod 0, SKN-1 block -13, Rin1-Abl PPI inh -1 and MLLE-PAM2 inh -7.
